# GSH fluor: GSH bead compound fluorescence profile; AID 1776; GSH beads flow cytometry, compound fluorescence 488/530 nm; stronger effect = higher value; 0.25% of 190,000 active; fluorescence (KMESF) at 10 µM; in the data active = fluorescence above about 89;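 note: glutathione beads carrying GST-tagged Bcl family fusion proteins plus one bare bead set; values are compound well signal with DMSO vehicle wells as background; inactives centre near 16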
# Bim-Bcl-B: inhibitors of Bim-Bcl-B interaction, human; 0.073% of 190,000 active; inhibition, % at 10 µM; Q9HD36; bead-based flow cytometry, Bim peptide-Bcl-B binding; AID 951;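 note: 0% = tracer peptide without compound and 100% = reference inhibitor peptide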
# RGS7-Gao reg: human RGS7-Galphao interaction regulation | P09471 | Multiplexed bead flow cytometry, RGS7-Galphao binding; actives lie on both sides | binding response (% of control), % at 10 µM | 0.35% of 220,000 active; in the data active = binding response below about 49% or above about 150%; inconclusive = no clear call, values can overlap the other calls; inactive = in between;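 note: fluorescent Galphao held in activated GDP-AlF4 state binding bead-coupled RGS7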
# Target sequence (P09471 whole entry, looked up): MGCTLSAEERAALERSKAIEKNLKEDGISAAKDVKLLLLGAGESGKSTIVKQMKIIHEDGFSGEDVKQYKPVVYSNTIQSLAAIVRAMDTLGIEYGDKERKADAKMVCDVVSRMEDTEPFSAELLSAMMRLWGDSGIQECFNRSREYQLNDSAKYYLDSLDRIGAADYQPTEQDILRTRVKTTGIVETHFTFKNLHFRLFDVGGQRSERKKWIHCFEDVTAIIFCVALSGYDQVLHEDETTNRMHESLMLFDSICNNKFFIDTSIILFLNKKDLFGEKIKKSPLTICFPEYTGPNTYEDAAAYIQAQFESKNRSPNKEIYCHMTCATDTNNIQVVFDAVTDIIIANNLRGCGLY
# Avidin bead fluor: compound fluoresces at 488/530 nm on avidin beads | compound fluorescence 488/530 nm, flow cytometry; stronger effect = higher value | fluorescence (KMESF) at 10 µM | 0.38% of 220,000 active; in the data active = fluorescence above about 47; note: inactives centre near 10
# ABCB1 inh: inhibitors of human ABCB1 transporter, ABCG2 counter-screen; CCRF-Adr cells, JC-1 efflux, flow cytometry; 0.067% of 190,000 active; inhibition, % at 6.6 µM; P08183; in the data active = inhibition above about 40%;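 note: 0% = vehicle and 100% = reference inhibitor; higher value means more JC-1 retained so stronger ABCB1 efflux block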
# Bcl-2 Bim block: human Bim-Bcl-2 interaction inhibition | Bead-based flow cytometry, Bim peptide-Bcl-2 binding | inhibition, % at 10 µM | 0.06% of 190,000 active | AID 950; in the data active = inhibition above about 40%; inconclusive = no clear call, values can overlap the other calls;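 note: 0% = no compound wells with probe peptide and 100% = reference peptide inhibitor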
# Target sequence (P10415 whole entry, looked up): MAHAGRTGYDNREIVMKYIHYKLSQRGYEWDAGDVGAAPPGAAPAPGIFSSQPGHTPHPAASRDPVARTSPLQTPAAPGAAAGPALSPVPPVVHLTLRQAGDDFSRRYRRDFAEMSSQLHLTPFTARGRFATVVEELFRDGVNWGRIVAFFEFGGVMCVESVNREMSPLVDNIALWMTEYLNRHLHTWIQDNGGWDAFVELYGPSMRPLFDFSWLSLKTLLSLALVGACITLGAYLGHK
# Bim-Bcl-XL: inhibitors of Bim-Bcl-XL interaction, human; AID 1007; 0.04% of 190,000 active; Bim peptide-Bcl-XL binding, bead flow cytometry, fluorescence; inhibition, % at 10 µM; Q07817
# Target sequence (Q07817 whole entry, looked up): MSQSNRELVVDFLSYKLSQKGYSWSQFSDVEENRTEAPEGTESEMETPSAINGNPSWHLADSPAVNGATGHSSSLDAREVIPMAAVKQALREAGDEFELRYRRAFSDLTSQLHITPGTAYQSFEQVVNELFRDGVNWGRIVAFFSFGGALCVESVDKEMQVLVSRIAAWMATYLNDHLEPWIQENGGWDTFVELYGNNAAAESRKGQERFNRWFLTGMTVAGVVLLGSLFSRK
# Bim-Bfl-1: disrupts Bim binding to human Bfl-1; Q16548; Bead-based flow cytometry, Bim-Bfl-1 binding inhibition; inhibition, % at 10 µM; 0.12% of 190,000 active; AID 1008;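 note: 0% = wells without compound plus tracer and 100% = blocker peptide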
# RGS4-Gao reg: human RGS4-Galphao interaction regulation | P09471 | Multiplexed bead flow cytometry, RGS4-Galphao binding; actives lie on both sides | binding response (% of control), % at 10 µM | 0.33% of 220,000 active | AID 1415; in the data active = binding response below about 49% or above about 150%; inactive = in between;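 note: fluorescent Galphao activated with aluminum fluoride binding bead-coupled RGS4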
# ABCG2 block: human ABCG2 inhibition, ABCB1 as counter-screen; IgMXP3 cells, JC-1 efflux, flow cytometry; inhibition, % at 6.6 µM; 0.1% of 190,000 active;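 active = inhibition above 80%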;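 note: 0% = DMSO and 100% = nicardipine control wells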
#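 Test system: IgMXP3 cells (ABCG2) mixed with DDAO far-red-labelled CCRF-Adr cells (ABCB1). Reagent: JC-1 transporter substrate. Compound dosing: single test compound dose, 6.6 µM final. Times: 10 min compound exposure, 25 °C. Detection: flow cytometry of retained JC-1 fluorescence. Read-out basis: efflux inhibition in percent versus controls. Controls: nicardipine and DMSO wells.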
# Bim-Bcl-W: human Bim-Bcl-W interaction inhibition. Q92843. 0.02% of 190,000 active. AID 952. inhibition, % at 10 µM. bead-based flow cytometry, Bim peptide-Bcl-W binding;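 note: 0% = bound tracer without compound and 100% = peptide blocker; higher means less fluorescent Bim peptide bound to Bcl-W beads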
# Target sequence (Q92843 whole entry, looked up): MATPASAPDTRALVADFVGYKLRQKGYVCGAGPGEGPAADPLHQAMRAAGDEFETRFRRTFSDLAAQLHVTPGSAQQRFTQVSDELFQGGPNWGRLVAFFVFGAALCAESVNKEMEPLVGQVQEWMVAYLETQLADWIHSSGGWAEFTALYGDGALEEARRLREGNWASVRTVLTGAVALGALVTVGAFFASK
# * = called active by the depositor; ? = inconclusive; · = not tested or not shown. Cut-off read from the data, not from the text of the source, unless noted: active = inhibition above about 40%.
SMILES,GSH fluor,Bim-Bcl-B,RGS7-Gao reg,Avidin bead fluor,ABCB1 inh,Bcl-2 Bim block,Bim-Bcl-XL,Bim-Bfl-1,RGS4-Gao reg,ABCG2 block,Bim-Bcl-W
CC(=O)SC(C[N+](=O)[O-])c1cn(C(C)=O)c2ccccc12 (stereo unspecified),11,-3,97,31,-0.2,3,-2,3,100,-1,-4
Cc1cc(S(=O)(=O)N2CCOCC2)ccc1F,14,-4,99,15,0.1,-5,0,-3,103,0,-2
CC(C)(C)c1cc(Br)ccc1OCC(=O)Nc1ncn[nH]1,49,0,101,5,-0.1,-3,-11,0,99,0,0
S=C(Nc1ccc(Br)cc1Cl)N1CCC2(CC1)OCCO2,18,-26,105,9,0.6,-3,-6,0,100,0,1
Cc1ccc(N2C(=O)c3ccccc3C2Nc2ccc(S(=O)(=O)N3CCCCC3)cc2)nc1 (stereo unspecified),21,0,96,5,2.6,-12,0,-6,93,2,2
CC(=O)Oc1cc2c(C(C)=O)coc2c2ccccc12,33,-7,99,13,-0.6,-10,-12,-15,101,9,-2
Cc1ccc(S(=O)(=O)N(c2cccc(C(F)(F)F)c2)C2C=CS(=O)(=O)C2)cc1 (stereo unspecified),14,-3,95,23,2.5,6,-6,8,98,3,-3
COc1ccc(NC(=O)/C(=C\c2ccc3c(c2)OCO3)NC(C)=O)cc1,11,-4,104,11,0.4,-6,-5,3,103,1,-4
O=[N+]([O-])c1cc(/C=N/O)ccc1SCc1ccccc1,56,0,98,21,0.2,-2,-4,-3,100,2,-5
O=C(CSc1n[nH]c(-c2ccncc2)n1)NC1CCS(=O)(=O)C1 (stereo unspecified),26,-21,101,8,0.1,-11,0,-4,102,-1,0
CC(=O)N1CCC2(CC1)CC(=O)c1cc(OCC(=O)NCc3ccco3)ccc1O2,22,-2,99,19,0.1,-2,-3,0,99,0,-3
COc1ccc(C(=O)C(Cc2cc(C(C)=O)ccc2OC)N2CCCC2)cc1 (stereo unspecified),17,-9,?,11,0.9,-5,-2,-7,105,21,-6
Cc1ccnc(N2CCC(C(=O)Nc3ccc(Oc4ccccc4)cc3)CC2)n1,33,-9,96,15,0.5,-7,-9,-24,96,10,-6
COC(=O)[C@@]1(Cc2ccc(OC)cc2)[C@H]2c3cc(C(=O)N(C)C)n(C[C@H](O)CO)c3C[C@H]2CN1C(=O)c1ccccc1,19,1,92,6,2.7,1,-1,2,89,9,0
CC(=O)Nc1ccc(S(=O)(=O)NCCc2ccccn2)cc1,8,-11,107,26,-0.2,-2,-2,-6,105,1,-2
Cc1ccc(C(C)C)c(OCc2ccc(C(=O)N/N=C/c3ccc(O)c(O)c3)cc2)c1,6,0,80,9,-0.9,3,-5,0,82,-3,0
COc1cccc(NC(=O)COc2cccc(-n3cnnn3)c2)c1,21,-3,104,6,-0.2,-2,-1,0,94,0,-2
Cc1c(NC(=O)CCSc2ccc(Cl)cc2)c(=O)n(-c2ccccc2)n1C,34,-7,99,14,0.7,-8,-8,-18,95,24,-2
COC1=C(Nc2ccc(OC)cc2)C(=O)c2ccccc2C1=O,5,-3,93,13,-0.1,-1,-3,0,99,0,0
CC(=O)Nc1ccc(NC(=O)C(C)OC(=O)C2CC3C=CC2C3)cc1 (stereo unspecified),11,-6,104,6,0.2,-7,-8,-5,107,7,-5
Cc1ccc(Cn2ccc(C3CC3)n2)cc1,10,0,?,24,0.8,0,0,-3,105,1,0
O=C1Nc2ccccc2N(O)N1c1ccc(S(=O)(=O)Nc2ccccn2)cc1,32,-2,128,64*,0.9,3,0,0,115,1,2
CS(=O)(=O)N(CC(=O)Nc1ccc2c(c1)OCO2)Cc1ccc(Cl)cc1,47,-11,100,8,0.7,-8,-6,-10,98,4,0
CCN(CC(=O)Nc1ccc(Cl)c(S(=O)(=O)N(C)C)c1)Cc1nc2ccccc2c(=O)[nH]1,16,0,101,24,-0.3,0,1,0,101,0,0

# For convenience, some entries already given:
SMILES,GSH fluor,Bim-Bcl-B,RGS7-Gao reg,Avidin bead fluor,ABCB1 inh,Bcl-2 Bim block,Bim-Bcl-XL,Bim-Bfl-1,RGS4-Gao reg,ABCG2 block,Bim-Bcl-W
COc1ccc(NC(=O)/C(=C\c2ccc3c(c2)OCO3)NC(C)=O)cc1,11,-4,104,11,0.4,-6,-5,3,103,1,-4
O=[N+]([O-])c1cc(/C=N/O)ccc1SCc1ccccc1,56,0,98,21,0.2,-2,-4,-3,100,2,-5
O=C(CSc1n[nH]c(-c2ccncc2)n1)NC1CCS(=O)(=O)C1 (stereo unspecified),26,-21,101,8,0.1,-11,0,-4,102,-1,0
CC(=O)N1CCC2(CC1)CC(=O)c1cc(OCC(=O)NCc3ccco3)ccc1O2,22,-2,99,19,0.1,-2,-3,0,99,0,-3
COc1ccc(C(=O)C(Cc2cc(C(C)=O)ccc2OC)N2CCCC2)cc1 (stereo unspecified),17,-9,?,11,0.9,-5,-2,-7,105,21,-6
Cc1ccnc(N2CCC(C(=O)Nc3ccc(Oc4ccccc4)cc3)CC2)n1,33,-9,96,15,0.5,-7,-9,-24,96,10,-6
COC(=O)[C@@]1(Cc2ccc(OC)cc2)[C@H]2c3cc(C(=O)N(C)C)n(C[C@H](O)CO)c3C[C@H]2CN1C(=O)c1ccccc1,19,1,92,6,2.7,1,-1,2,89,9,0
CC(=O)Nc1ccc(S(=O)(=O)NCCc2ccccn2)cc1,8,-11,107,26,-0.2,-2,-2,-6,105,1,-2
Cc1ccc(C(C)C)c(OCc2ccc(C(=O)N/N=C/c3ccc(O)c(O)c3)cc2)c1,6,0,80,9,-0.9,3,-5,0,82,-3,0
COc1cccc(NC(=O)COc2cccc(-n3cnnn3)c2)c1,21,-3,104,6,-0.2,-2,-1,0,94,0,-2
Cc1c(NC(=O)CCSc2ccc(Cl)cc2)c(=O)n(-c2ccccc2)n1C,34,-7,99,14,0.7,-8,-8,-18,95,24,-2
COC1=C(Nc2ccc(OC)cc2)C(=O)c2ccccc2C1=O,5,-3,93,13,-0.1,-1,-3,0,99,0,0
CC(=O)Nc1ccc(NC(=O)C(C)OC(=O)C2CC3C=CC2C3)cc1 (stereo unspecified),11,-6,104,6,0.2,-7,-8,-5,107,7,-5
Cc1ccc(Cn2ccc(C3CC3)n2)cc1,10,0,?,24,0.8,0,0,-3,105,1,0

# (more compounds)
SMILES,GSH fluor,Bim-Bcl-B,RGS7-Gao reg,Avidin bead fluor,ABCB1 inh,Bcl-2 Bim block,Bim-Bcl-XL,Bim-Bfl-1,RGS4-Gao reg,ABCG2 block,Bim-Bcl-W
CCOC(=O)Cn1nnc(-c2ccc(SC)cc2)n1,24,-8,87,10,0.3,-7,-17,-13,89,2,0
Cc1ccc(C(=O)NC(=S)Nc2cccc3nsnc23)cc1,16,-14,96,19,-0.7,-4,-3,-2,94,-2,-5
COc1ccc(NCc2nnc(SCC(=O)c3ccc(OC)cc3)o2)cc1,16,-4,101,6,·,0,0,-8,101,·,5
COC(=O)/C=C/C(=O)Nc1ccc(O)c(Cl)c1,9,2,99,3,0.0,9,0,7,104,0,5
Cc1ccc(CCNC(=O)C2CCC(=O)N2Cc2cccnc2)cc1 (stereo unspecified),48,1,109,2,0.3,5,14,7,102,1,6
O=C(CSc1nnc(CNC(=O)c2ccccc2F)o1)Nc1ccc2c(c1)OCCO2,17,4,94,10,0.1,-5,3,-1,93,3,0
Cc1nc(SCC(=O)N(C)Cc2ccco2)c2c(C)c(C)sc2n1,9,-2,96,10,1.5,0,0,0,102,5,0
Cc1ccc(-n2c(C)cc(C(=O)Cn3nc(C(=O)O)c4ccccc4c3=O)c2C)cc1,16,-2,104,13,0.9,0,-3,5,98,9,-2
O=C(Cn1nc(Cl)nc1Cl)c1cc2ccccc2oc1=O,15,-8,97,7,0.7,-5,-3,-9,98,5,1
CC(/C=N/NC(=O)c1cc(-c2cccnc2)nc2c1c(C)nn2-c1ccccc1)=C\c1ccccc1,12,10,100,18,2.9,9,10,7,97,12,9
CCOc1ccc(NC2=NC(C)(C)N=C(N)N2)cc1,14,-5,104,27,1.4,-1,-1,-9,101,9,2
Cc1ccc(NC(=O)/C(=C/c2ccncc2)NC(=O)c2ccccc2)cc1,23,0,99,6,1.3,0,0,1,100,7,0
CC1CCCN(C(=O)CSc2cnc3ccccc3n2)C1 (stereo unspecified),58,-26,101,9,0.2,-18,1,-12,100,6,1
O=c1[nH]c(SCC2CCCCO2)nc2ccccc12 (stereo unspecified),18,-5,98,19,-0.1,0,-2,-3,104,0,-3
Cc1cc(NC(=O)c2ccc3c(c2)C(=O)N(Cc2ccccc2)C3=O)no1,9,-5,98,10,-0.1,-3,-5,-7,100,5,-1
C=CCOC(=O)/C(=C\c1ccccc1)NC(=O)c1ccc(C)cc1,18,0,109,7,0.2,-3,-3,-3,98,3,-2
COc1ccc(-n2cnc3cc(C(=O)NC4CCCC4)ccc32)cc1,14,-1,102,5,1.2,-5,-1,-7,102,34,0
CCN1CCCC(OC(=O)c2cc(-c3ccccc3Cl)nc3ccccc23)C1 (stereo unspecified),70,-2,97,10,8.7,-3,0,-1,98,11,-3
COc1ccc(N2CCN(C(=O)CN3C(=O)c4ccccc4S3(=O)=O)CC2)cc1,35,-7,98,13,2.7,-10,5,-13,100,6,0
CCN(CC)S(=O)(=O)c1ccc(N2CCOCC2)c(NC(=O)c2cccc3ccccc23)c1,12,-3,98,10,4.3,-2,-4,-4,101,14,-4
COc1ccc(C(C(=O)Nc2ccc(F)cc2)N(C(=O)Cn2nnc3ccccc32)C2CC2)cc1 (stereo unspecified),25,2,106,6,0.3,2,-1,-2,106,1,-1
c1cn2cc(CSC3CCCCC3)nc2s1,28,-7,97,15,0.6,-6,-6,-9,99,1,0
Cc1cc(C)c(C#N)c(N)n1,11,-2,·,·,0.2,0,0,-3,·,0,-1
c1nc(NC2CCCC2)c2[nH]cnc2n1,24,-3,101,8,0.5,-4,0,-8,98,3,3
Cc1ccccc1-c1nc(-c2ccc(NC(=O)c3cccs3)cc2)no1,16,-2,103,10,-0.6,-3,-1,-3,103,-2,-3
COc1ccc2c(c1)c1nnc(SC)nc1n2C,33,0,105,6,1.1,-5,3,-8,107,9,1
Cc1ccc(C)c(N=C2CCCN2Cc2ccccc2)c1C#N,12,-3,101,5,1.0,0,-3,-2,99,10,0
CC(C)NC(=O)CC(=O)N/N=C/c1ccccc1F,33,-8,102,11,0.3,-10,-8,-17,102,-1,-1
O=C(CN1C(=O)CCSc2ccccc21)Nc1cccc(F)c1,30,4,105,13,0.3,4,1,1,105,2,0
COc1ccc(C(=O)Nc2ccc(C(=O)NCCc3ccc(OC)c(OC)c3)cc2)cc1,19,-2,93,7,3.9,-3,1,3,95,9,-1

# Screens deposited in PubChem by NMMLSC.

# No enrichment for hits; any-hit rate near 1.3%.
